# Source: PubChem
# PP1 counter – PP1-alpha (human) inhibition in PP5 counter-screen; 320,000 compounds, 0.9% hits; inhibition, % at 6.7 µM; AID 2235; purified PP1alpha, OMFP fluorescence; P62136;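 active = inhibition above the mean inhibition of all tested compounds plus 3 SD, computed separately for each screening campaign, cut at about 15% in these data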
# Target sequence (P62136 whole entry, looked up): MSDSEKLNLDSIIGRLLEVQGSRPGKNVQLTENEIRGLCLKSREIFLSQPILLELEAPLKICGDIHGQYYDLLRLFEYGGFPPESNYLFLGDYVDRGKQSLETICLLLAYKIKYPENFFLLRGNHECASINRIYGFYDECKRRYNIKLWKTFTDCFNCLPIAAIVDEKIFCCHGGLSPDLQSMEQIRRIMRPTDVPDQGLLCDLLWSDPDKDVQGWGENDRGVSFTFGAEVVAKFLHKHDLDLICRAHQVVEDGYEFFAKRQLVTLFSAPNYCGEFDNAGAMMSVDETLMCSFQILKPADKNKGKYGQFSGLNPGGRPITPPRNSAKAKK
# CTSL1 counter – counter-screen for PFM18AAP inhibitors: inhibitors of F. hepatica cathepsin L1; recombinant F. hepatica cathepsin L1, Z-Leu-Arg-MCA fluorescence; inhibition, % at 5.96 µM; 300,000 compounds, 0.49% hits; AID 1906;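 active = inhibition above the mean of all tested compounds plus 3 SD, set per screening campaign, cut at about 17% in these data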;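 note: 0% = plate median of test compound wells and 100% = 1 µM Z-Phe-Ala-diazomethylketone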
# ZTA DNA inh – blocks Epstein-Barr virus ZTA, an EBNA-1 counter-screen; P03206; ZTA-DNA binding, fluorescence polarization; inhibition, % at 11 µM; 320,000 compounds, 0.15% hits; in the data active = inhibition above about 33%
# Target sequence (P03206 whole entry, looked up): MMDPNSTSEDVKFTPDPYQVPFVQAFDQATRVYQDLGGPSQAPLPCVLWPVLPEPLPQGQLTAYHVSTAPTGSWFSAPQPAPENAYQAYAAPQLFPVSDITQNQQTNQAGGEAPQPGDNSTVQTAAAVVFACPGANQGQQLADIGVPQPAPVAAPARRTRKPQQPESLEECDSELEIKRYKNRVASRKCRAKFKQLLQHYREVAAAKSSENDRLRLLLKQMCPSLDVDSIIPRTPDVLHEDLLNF
# JMJD2C inh – blocks human GASC-1 demethylase activity; 330,000 compounds, 0.069% hits; AID 2099; inhibition, % at 2.35 µM; Q9H3R0; GST-JMJD2C(1-420) H3K9me3 demethylation, DELFIA europium;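 active = more than half of a compound's replicate wells show inhibition beyond 50%, single wells judged on their own value; inconclusive = some, but no more than half, of replicates pass 50% inhibition; inactive = no replicate passes 50% inhibition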;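 note: signal counts dimethyl H3K9 product captured on neutravidin plate; 0% = median of DMSO wells and 100% = 0.3 times that DMSO median; strong numbers were not always called active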
# Target sequence (Q9H3R0 1-420 limits assumed): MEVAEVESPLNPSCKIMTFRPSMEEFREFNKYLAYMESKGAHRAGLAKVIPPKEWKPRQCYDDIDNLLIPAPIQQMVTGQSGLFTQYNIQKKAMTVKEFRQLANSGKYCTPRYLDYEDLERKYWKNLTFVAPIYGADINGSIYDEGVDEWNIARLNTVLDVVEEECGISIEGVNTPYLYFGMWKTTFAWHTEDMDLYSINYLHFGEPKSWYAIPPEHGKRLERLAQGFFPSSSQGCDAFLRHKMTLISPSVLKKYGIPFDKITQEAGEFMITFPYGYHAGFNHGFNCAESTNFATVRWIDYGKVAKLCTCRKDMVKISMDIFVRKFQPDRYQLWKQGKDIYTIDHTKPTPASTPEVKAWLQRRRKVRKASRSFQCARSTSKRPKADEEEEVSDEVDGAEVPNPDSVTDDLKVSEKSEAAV
# PP5 primary – inhibitors of human protein phosphatase 5 (PP5). 320,000 compounds, 0.18% hits. inhibition, % at 6.7 µM. purified PP5c, OMFP substrate fluorescence. P53041;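 active = inhibition above the campaign's mean inhibition across all tested compounds plus 3 SD, cut at about 9.5% in these data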;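 note: 0% = DMSO only and 100% = 100 µM cantharidin control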
# TPT1 inhibitor – inhibitors of Candida albicans tRNA 2'-phosphotransferase TPT1 | recombinant caTPT1, FP RNA substrate dephosphorylation | inhibition, % at 5 µM | 300,000 compounds, 0.81% hits;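 active = inhibition above the mean of all tested compounds plus 3 SD, set per screening campaign, cut at about 24% in these data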;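 note: plate controls were DMSO alone for no effect and ferristatin control at 100 nM for full effect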
# CR mimetic SO – yeast age-related superoxide inhibition as caloric restriction mimetic. S. cerevisiae aged cells, superoxide DHE fluorescence; hits give low values. superoxide response (% of plate mean), % at 10 µM. 330,000 compounds, 0.18% hits;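 active = superoxide response under a set limit, about three screen SD below normal, cut at about 65% in these data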;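 note: yeast aged for seven days with compound at 30 °C before DHE staining; 100% = average MFI of all compound-treated wells on the plate with controls excluded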
# EBNA-1 inhibitor – blocks EBNA-1 binding to DNA | EBNA-1 DNA binding, fluorescence polarization | inhibition, % at 14.8 µM | 300,000 compounds, 0.34% hits | AID 1950; in the data active = inhibition above about 28%
# core dimer inh – HCV core protein dimerization inhibition; TR-FRET GST/Flag-core106 dimerization, 1536-well; inhibition, % at 5 µM; 300,000 compounds, 0.33% hits;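 active = inhibition above the mean of all tested compounds plus 3 SD, set per screening campaign, cut at about 45% in these data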
#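 Assay system: tagged HCV core106 pair (GST and Flag); medium: KF-containing HEPES buffer, pH 7.45, DTT, CHAPS, BSA; also added: Eu donor and XL665 acceptor anti-tag antibodies; dosing: 5 µM single dose; timing: compound-protein-antibody incubation 4 h at 22.5 °C; signal: TR-FRET 671 and 617 nm emission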
# The depositor's hits bear a star; i = inactive; ? = inconclusive; · = not tested or not shown; & = joins results of further samples.
smiles	PP1 counter	CTSL1 counter	ZTA DNA inh	JMJD2C inh	PP5 primary	TPT1 inhibitor	CR mimetic SO	EBNA-1 inhibitor	core dimer inh
CCOC(=O)C1=C(C)C2C3C(=O)N(c4ccccc4C)C(=O)C3C1(C)C1C(=O)N(c3ccccc3C)C(=O)C21 (configuration not stated)	7	0	-23	1	3.8	-2	106	0	-5
CCOC(=O)c1nc(Nc2ccccc2)c2ccccc2n1	-1	3	6	1	-0.4	-3	75	11	3
CC(SCc1ccccc1)C(=O)Nc1ccc2c(c1)OCO2 (configuration not stated)	1	-2	-16	1	4.1	2	88	0	0
CCN(Cc1ccc(OC)c(COC)c1)CC1CCCN(CCc2cccc(OC)c2)C1 (configuration not stated)	-2	4	-2	32	0.8	1	96	3	-10
CCOC(=O)N1CCN(C(=O)COC(=O)COc2c(C)cc(C)cc2C)CC1	-4	-17	0	?	-0.6	3	99	-5	-1
Cc1ccc(C(=O)NC(=S)N2CCN(c3ccc([N+](=O)[O-])cc3)CC2)cc1	2	1	-3	-5	3.4	-3	96	-5	9
COc1ccc(S(=O)(=O)N2CCN(C(=O)c3ccc4ccccc4n3)CC2)cc1	1	·	-4	4	1.4	·	96	·	·
Cc1ccc(CCNS(=O)(=O)c2cc3c(cc2C)NC(=O)CO3)cc1	2	-2	-8	-8	2.8	-6	100	-2	23
CC(=Nc1ccc(O)cc1)c1sc2ccccc2c1O	1	3	8	i	-1.2	55*	82	2	-12
Cc1c([N+](=O)[O-])c2ccc(O)cc2n1-c1ccccc1	-3	-2	11	1	1.9	1	98	12	2
C=CCOc1ccccc1CNCc1cccnc1	-2	-1	0	6	2.0	-1	101	0	-5
COC(=O)c1ccccc1NC(=O)CN1CCOCC1	-4	0	11	0	1.4	-2	105	9	-4
N#CCC(=O)N1CC2(CC(c3cccc(NC(=O)COc4ccc(Cl)cc4)c3)=NO2)C[C@@H]1C(N)=O (some centres not stated)	-4	3	10	29	-0.4	-1	96	12	4
O=C(CC1C(=O)N(c2ccc(F)cc2)C(=O)N1Cc1ccccn1)Nc1ccccc1 (configuration not stated)	-1	-3	-1	4	3.2	2	113	9	-4
O=C1[C@@H]2C(c3ccccc3Cl)=NO[C@@H]2C(=O)N1Cc1ccccc1	0	1	-2	4	2.6	1	99	-4	2
Cn1c(=O)c(C(=O)NNC(=O)c2ccccc2Cl)c(O)c2ccccc21	8	-1	9	-29	-4.4	2	74	5	0
COc1ccc(OCC(O)Cn2ccnc2C)cc1 (configuration not stated)	-2	5	-9	3	-0.5	4	94	1	-1
COc1ccc(C(=O)c2ccc(Cl)cc2Cl)cc1	0	-1	1	5	1.2	1	95	-9	7
Cc1cc(NC(=O)COC(=O)CSCc2ccc(Cl)c(Cl)c2)no1	0	-24	-13	-3	3.1	1	98	-11	-3
CCCCCN(C(=O)CCC(=O)OC(C)C(=O)c1ccc(Cl)cc1)c1c(N)n(CCCC)c(=O)[nH]c1=O (configuration not stated)	-2	11	-4	1	-0.4	2	103	-5	-2
COc1cc(OC)cc(C(=O)Nc2ccccc2-c2nnn(CC(=O)Nc3cc(C)on3)n2)c1	9	5	-30	5	4.2	-3	104	11	-9
CN(CC(=O)Nc1ccccc1C(=O)NC1CC1)Cc1cccs1	-3	·	2	5	2.0	·	104	·	·
CCN(CC)CC(C)CNC(=O)CN1C(=O)CSc2ccc(S(=O)(=O)N3CCOCC3)cc21 (configuration not stated)	-2	-3	-9	-11	2.1	1	98	-5	-6
CCCN(CCC)c1ccc(CC(=O)NC(C)Cc2ccccc2)cc1 (configuration not stated)	1	1	-21	-6	5.3	0	99	3	0
COCCNC(=O)C(c1ccc(C)cc1)N(Cc1ccco1)C(=O)CCC(=O)Nc1ccccn1 (configuration not stated)	0	0	-7	-5	-0.2	-1	105	11	-16
CSc1nnc(N2C(=O)C(O)=C(C(=O)c3ccco3)C2c2cccc(Cl)c2)s1 (configuration not stated)	8	4	9	6	3.6	6	109	5	-11
Cc1ccc2c(c1)nnn2C1CCN(S(=O)(=O)c2ccc(C(=O)NC3CCCC3)cc2)CC1	5	0	17	-26&5	4.6	-6	105	35*	19
Cc1nnc(N/N=C/c2cccs2)[nH]c1=O	-4	3	11	-1	2.8	1	94	1	1
O=[N+]([O-])c1cccnc1Sc1ccc(F)cc1	-2	2	3	0	0.0	-3	98	-4	1
CN1CCN(C(=O)/C(=C/c2ccco2)NC(=O)c2ccccc2)CC1	2	1	0	-5	2.9	-2	100	5	6
Cc1cccc(Cc2c(C)nc3c(C(=O)N4CCN(Cc5ccc6c(c5)OCO6)CC4)cnn3c2C)c1	0	3	4	4	6.1	2	120	4	8
CCN(C(=O)Cn1c([N+](=O)[O-])cnc1C)c1ccccc1	-2	4	2	-4	-2.2	1	100	2	7
C/C(N)=C(/C#N)C(=O)CSc1ccccc1F	-4	-1	-1	1	-2.4	-1	94	11	1
N#Cc1cc(Oc2ccccc2)c(-n2nnc3ccccc32)cc1C#N	5	1	3	9	2.1	1	101	-3	15
Cc1cccc2c1NC(=O)C21N2CCCC2C(C(=O)c2ccc3ccccc3c2)C12C(=O)Nc1ccccc12 (configuration not stated)	8	9	-29	-2	2.9	0	249	-7	13
O=C(O)c1ccc(NS(=O)(=O)c2cc(C(=O)O)ccc2Br)cc1	0	-6	-7	20	1.7	2	96	-1	-4
O=C(NC1CCOC1)c1cc(COc2cccc(C(F)(F)F)c2)on1 (configuration not stated)	0	4	-7	6	2.2	-1	93	1	-13
COc1ccc(OC)c2[nH]c(=O)c(CCNC(=O)c3cc4ccccc4o3)cc12	2	-3	-12	2	2.0	-1	98	-7	-10
COc1ccc(C(=O)N/N=C(\N)c2cc3ccccc3oc2=O)cc1	-2	2	-14	-5	-0.1	-2	106	-1	-16
COc1cc(-c2nnc(CSc3nnc(Nc4ccc(Oc5ccccc5)cc4)s3)o2)cc(OC)c1OC	7	4	11	-10	3.5	3	97	4	8
Cc1cccc(NC(=O)c2cc(-c3c(C)cc(C)cc3O)n[nH]2)c1	1	-1	12	-3	-1.1	-2	97	15	9
CC/C(C)=C1\SC(N2CCN(c3cccc(C(F)(F)F)c3)CC2)=NC1=O	7	4	13	-10	1.0	2	106	6	9
O=S(=O)(NCc1cccnc1)c1ccccc1	-4	-2	10	-1	2.2	-3	90	-4	1
Cc1ccc(CNn2cnnc2SCC(=O)NC(C)(C)C)cc1	-2	0	9	-7	-1.9	0	96	-13	-8
Cn1c(CNC(=O)c2cccs2)n[nH]c1=S	0	2	-10	4	-1.2	-2	88	1	-5
COc1ccc(-c2[nH]n(-c3ccc([N+](=O)[O-])cc3)c(=O)c2C=NCC2CCCO2)cc1 (configuration not stated)	2	6	2	-10	1.4	0	112	-4	2
O=C(NC1CC2CCCC(C1)N2C(=O)Nc1cccc(F)c1)C1CC1 (configuration not stated)	-2	-2	7	-4	0.9	4	83	-5	0
Cc1nc(Nc2ccccc2C(F)(F)F)sc1C(=O)N(C)C	-3	10	25	4	3.2	0	94	-2	-1
CC(C(=O)NCCS(=O)(=O)c1ccc(Br)cc1)S(=O)(=O)c1ccc(Cl)cc1 (configuration not stated)	-2	2	13	-19	-1.6	1	108	5	7
COc1cc(-n2c(C)nc3cccnc32)c(Cl)cc1C(=O)O	0	-1	5	-5	-0.2	-5	104	0	4
COc1cccc(C(=O)N2CCN(C(=O)c3cccs3)CC2)c1OC	3	0	-4	-3	1.2	-9	90	3	-8
C/C(=N\NS(=O)(=O)c1ccc(Cl)c([N+](=O)[O-])c1)c1ccc(C)o1	4	6	9	10	-1.5	-4	97	4	31
Cc1ncc(CO)c(/C=N/NC(=O)c2cc(Br)ccc2O)c1O	-5	-1	-2	-17	-0.5	13	110	-16	-2
Nc1cc(=O)[nH]c(SCC(=O)Nc2cc(S(=O)(=O)N3CCOCC3)ccc2Cl)n1	-4	4	5	-1	-0.4	-3	97	3	-1
COC(=O)c1ccccc1NC(=S)NC(=O)COc1ccccc1Cl	0	0	-9	-1	0.3	-6	107	3	-2
C=CCNC(=O)c1onc(CSc2ccc(Cl)cc2)c1C(=O)NCC=C	1	0	7	22	0.6	-1	95	5	1
O=c1[nH]cn[nH]1	4	19*	-3	22	5.6	-2	102	-7	-3
CCOC(=O)Cc1ncccc1C(=O)Nc1ccc(OC)cc1	-1	4	9	-23	-1.3	-1	100	14	-7
COc1ccc(CC(=O)NC(C)c2nnc(SCC(=O)c3ccc(OC)cc3)n2C)cc1 (configuration not stated)	-2	1	7	0	-2.0	1	98	0	1
CC(C)(C)c1ccc(C(=O)NCc2cccnc2)cc1	-3	-2	15	-18	-1.6	-5	100	2	3

# (more compounds)
smiles	PP1 counter	CTSL1 counter	ZTA DNA inh	JMJD2C inh	PP5 primary	TPT1 inhibitor	CR mimetic SO	EBNA-1 inhibitor	core dimer inh
COc1ccc(N2C(=O)CC(NNC(=O)c3ccc(Br)s3)C2=O)cc1 (configuration not stated)	-8	-1	-5	8	1.2	3	110	-2	-9
OC(CC1CC12c1ccccc1-c1ncccc12)(c1ccccc1)c1ccccc1 (configuration not stated)	1	4	11	-1	4.3	-1	96	3	1
CCN(CC(=O)NCc1ccc(F)cc1)C(=O)C1CCN(C(=O)Nc2ccccc2)CC1	-6	-7	-4	-3	-0.1	4	101	2	-7
COc1ccc(C(CC(=O)N2CCCC(C)C2)c2c(OC)cc(OC)c3ccc(=O)oc23)cc1 (configuration not stated)	0	2	-8	-2	1.7	3	100	-2	17
CSC1=NCCN1S(=O)(=O)c1ccc(Cl)cc1	2	-4	11	11	0.0	1	112	8	-5
Cc1ccc(NC(=O)c2cc3c(s2)CCCC3)cc1S(=O)(=O)Nc1ccccc1Cl	8	2	-11	8	3.5	-1	94	-3	26
COc1ccc(CSc2nnnn2C)cc1F	-3	0	-5	-5	-0.3	1	96	2	-1
Cc1nc(-c2ccccc2)ccc1C(=O)O	1	4	-4	0	-0.1	-2	89	1	-2
NCCc1nnc(SCC(N)=O)o1	6	11	0	-5	-3.4	-5	97	-7	4
Cc1cccc2cc(CN(Cc3cccnc3)C(=O)c3ccncc3)c(=O)[nH]c12	0	-2	17	2	3.8	2	81	14	0
Nc1ncnc(Oc2ccccc2F)c1[N+](=O)[O-]	-4	2	2	-2	-2.0	1	110	-11	0
CN(CC(=O)Nc1ccc(F)cc1)C(=O)CSc1nc2ncc(Cl)cc2[nH]1	1	1	-3	-8	2.4	1	103	-4	0
Cc1ccccc1OCC(=O)Nc1nc(C)c(C(=O)N(C)C)s1	10	-1	8	5	-0.4	-2	97	5	0

# 4 structures from above, sorted by count of non-hydrogen atoms, rising:
smiles	PP1 counter	CTSL1 counter	ZTA DNA inh	JMJD2C inh	PP5 primary	TPT1 inhibitor	CR mimetic SO	EBNA-1 inhibitor	core dimer inh
Cc1ccccc1OCC(=O)Nc1nc(C)c(C(=O)N(C)C)s1	10	-1	8	5	-0.4	-2	97	5	0
COc1ccc(N2C(=O)CC(NNC(=O)c3ccc(Br)s3)C2=O)cc1 (configuration not stated)	-8	-1	-5	8	1.2	3	110	-2	-9
Cc1ccc(NC(=O)c2cc3c(s2)CCCC3)cc1S(=O)(=O)Nc1ccccc1Cl	8	2	-11	8	3.5	-1	94	-3	26
COc1ccc(C(CC(=O)N2CCCC(C)C2)c2c(OC)cc(OC)c3ccc(=O)oc23)cc1 (configuration not stated)	0	2	-8	-2	1.7	3	100	-2	17
